12-LOX inh: Primary qHTS assay for inhibitors of human arachidonate 12S-lipoxygenase (ALOX12): Round 2; Potency, µM (titrated, usually from 108 µM), without a hit: at the highest dose activity change, negative = inhibition, most hits filed as inhibitors; 580,000 tested, 1.1% active; purified 12hLO, xylenol orange hydroperoxide absorbance; Polyunsaturated fatty acid lipoxygenase ALOX12 (Homo sapiens), P18054; note: % is set by controls: 0 for no effect and ±100 for the full control effect
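Hydroperoxide product was detected by ferrous iron/xylenol orange as the 573 to 405 nm absorbance ratio. Arachidonic acid at 40 uM (final) was turned over for 30 min at room temperature by 150 nM human 12hLO, pH 7.0 Hepes buffer, after 15 min compound preincubation.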
RXFP1 ag: qHTS Assay for Agonists of the Relaxin Receptor RXFP1; HEK293T-RXFP1 cAMP TR-FRET, 30 min; response scale: percent of porcine relaxin response, buffer zero; Potency, µM (doses to about 57.5 µM), without a hit: top-dose activation, actives largely listed as activators; Relaxin receptor 1 (Homo sapiens), Q9HBX9; 370,000 tested, 0.3% active; note: % is set by controls: 0 for no effect and ±100 for the full control effect; nearly all actives have a fitted effect of over 60% in size; many of its hits are not listed in these tables
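HEK293 cells stably expressing RXFP1, treated 30 min at 37C with compounds plus PDE4 inhibitor Ro 20174; cAMP measured by HTRF TR-FRET. Normalized to buffer and 29 nM porcine relaxin; EC50 by Hill fit.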
IDH1 R132H inh: qHTS for Inhibitors of mutant isocitrate dehydrogenase 1 (IDH1): qHTS. 390,000 tested, 0.093% active. Isocitrate dehydrogenase [NADP] cytoplasmic (Homo sapiens), O75874. Potency, µM (series often up to 76.6 µM), without a hit: top-dose activity change, negative = inhibition, usual class: inhibitors. IDH1-R132H enzyme, NADPH consumption, diaphorase/resazurin fluorescence; note: % is set by controls: 0 for no effect and ±100 for the full control effect; nearly all actives have a fitted effect of over 65% in size
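IDH1-R132H (0.5 ug/mL) preincubated 30 min with compound, then NADPH (0.016 mM) and alpha-KG (2 mM) added; 80 min at RT, pH 7.5. Remaining NADPH coupled via diaphorase/resazurin to fluorescence (540/590 nm); concentration-response curves normalized to no-enzyme control.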
USP1 inh: Inhibitors of USP1/UAF1: Primary Screen. recombinant USP1/UAF1, Ub-Rhodamine cleavage fluorescence. Potency, µM (series often up to 57.1 µM), for inactives: top-dose activity change, negative = inhibition, usual class: inhibitors. 390,000 tested, 0.23% active; note: % is set by controls: 0 for no effect and ±100 for the full control effect; nearly all actives have a fitted effect of over 60% in size; inactives centre near -12
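USP1/UAF1 complex at 1 nM was preincubated with compound for 15 min at room temperature, then Ub-Rho substrate (150nM final) was added. Fluorescence (480/540 nm) was read kinetically, 6 reads every 60 seconds.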
RGS4 inhibitor: Inhibitors of Regulator of G Protein Signaling (RGS) 4: qHTS. Potency, µM (highest dose often 114 µM), inactives show top-dose activity change, negative = inhibition, most hits filed as inhibitors. 390,000 tested, 0.039% active. Transcreener GDP fluorescence polarization, RGS4-accelerated GTP hydrolysis. AID 504845, 2011. Regulator of G-protein signaling 4 (Homo sapiens), P49798; note: % is set by controls: 0 for no effect and ±100 for the full control effect; nearly all actives have a fitted effect of over 75% in size; some results filed as inactive show a strong effect at the top dose
Target sequence (P49798 whole entry, looked up): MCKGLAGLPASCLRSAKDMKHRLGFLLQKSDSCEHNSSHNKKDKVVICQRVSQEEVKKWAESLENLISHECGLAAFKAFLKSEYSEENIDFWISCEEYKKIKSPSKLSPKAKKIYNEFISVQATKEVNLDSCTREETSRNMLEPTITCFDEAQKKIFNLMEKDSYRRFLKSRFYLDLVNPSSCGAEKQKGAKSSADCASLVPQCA
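MLSMR compounds (23 nl, pin-transferred) preincubated 10 min at room temperature with a 500nM (2x) first reagent, then RGS4 at 900nM (2x) plus Transcreener GDP mix added; fluorescence polarization (620/688 nm) read before and after 90 min at 30 °C.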
Vif-APOBEC3F blk: qHTS for Inhibitors of Vif-A3F Interactions: qHTS; 390,000 tested, 0.2% active; Potency, µM (top dose mostly 46.1 µM), for inactives: top-dose activity, negative = active; HeLa A3F-eYFP + Vif (tagged APOBEC3F with the HIV-1 protein that degrades it), YFP fluorescence increase; AID 602313, 2012; note: % of control where 0% means no effect; nearly all actives have a fitted effect of over 65% in size
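HeLa cells stably expressing A3F-eYFP plus Vif, plated and incubated overnight at 37 deg C, then exposed to compounds overnight at 37 deg C. Blocked degradation read as raised yellow fluorescence (Ex 488/Em 500-530).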
TrxR1 substrate: qHTS Assay for Substrates of Mammalian Selenoprotein Thioredoxin Reductase 1 (TrxR1): qHTS | Thioredoxin reductase 1, cytoplasmic (Rattus norvegicus), O89049 | purified TrxR1 substrate turnover, NADPH consumption readout | Potency, µM (titrated, usually from 114 µM), inactives show at the top dose activity change, negative = substrate turnover | 390,000 tested, 0.01% active | AID 588456, 2011; note: % is set by controls: 0 for no effect and ±100 for the full control effect; nearly all actives have a fitted effect of over 50% in size
Target sequence (O89049 whole entry, looked up): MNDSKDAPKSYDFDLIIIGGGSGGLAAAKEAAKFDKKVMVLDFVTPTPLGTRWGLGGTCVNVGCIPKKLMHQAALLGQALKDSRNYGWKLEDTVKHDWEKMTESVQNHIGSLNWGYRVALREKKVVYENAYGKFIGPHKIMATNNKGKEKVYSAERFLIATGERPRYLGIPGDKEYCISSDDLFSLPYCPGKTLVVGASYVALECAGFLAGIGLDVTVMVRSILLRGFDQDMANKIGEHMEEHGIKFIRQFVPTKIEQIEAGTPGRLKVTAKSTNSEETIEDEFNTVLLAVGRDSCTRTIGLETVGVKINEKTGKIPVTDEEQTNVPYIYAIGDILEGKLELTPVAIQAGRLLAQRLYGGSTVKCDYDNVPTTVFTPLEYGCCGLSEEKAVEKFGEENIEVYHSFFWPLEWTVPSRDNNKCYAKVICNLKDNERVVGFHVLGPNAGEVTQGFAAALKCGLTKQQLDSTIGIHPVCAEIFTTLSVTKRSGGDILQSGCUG
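Rat TrxR1, dispensed at 90 nM, was prereduced with 400 uM NADPH (final) for 5 min at ~22 deg C, then incubated with compound 15 min before 400 uM selenite. A first-read NADPH fluorescence drop versus no-compound background flagged substrates.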
Vif-A3G inh: qHTS for Inhibitors of Vif-A3G Interactions: qHTS; 410,000 tested, 0.076% active; HeLa A3G-eYFP + Vif (tagged APOBEC3G with the HIV-1 protein that degrades it), YFP fluorescence, overnight; Potency, µM (top dose mostly 46.1 µM), for the others: at the highest dose activity, negative = active, hits mostly inhibitors; AID 602310, 2012; DNA dC->dU-editing enzyme APOBEC-3G (Homo sapiens), Q9HC16;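 note: % is set by controls: 0 for no effect and ±100 for the full control effect; nearly all actives have a fitted effect of over 60% in size; hits raise eYFP signal because A3G escapes Vif-driven loss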
Target sequence (Q9HC16 whole entry, looked up): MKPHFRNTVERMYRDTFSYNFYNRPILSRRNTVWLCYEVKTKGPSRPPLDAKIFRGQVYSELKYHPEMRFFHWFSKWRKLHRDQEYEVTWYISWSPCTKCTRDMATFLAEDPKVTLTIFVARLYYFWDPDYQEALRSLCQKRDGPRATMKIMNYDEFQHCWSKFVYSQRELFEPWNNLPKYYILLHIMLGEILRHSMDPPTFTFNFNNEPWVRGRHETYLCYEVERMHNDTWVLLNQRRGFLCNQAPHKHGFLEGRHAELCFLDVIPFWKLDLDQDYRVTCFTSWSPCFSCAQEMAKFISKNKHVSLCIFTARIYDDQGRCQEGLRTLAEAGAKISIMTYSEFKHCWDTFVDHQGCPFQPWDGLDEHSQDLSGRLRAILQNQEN
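HeLa cells stably expressing Vif and C-terminally eYFP-tagged A3G, seeded overnight at 37 deg C, then exposed to compound by pintool overnight at 37 deg C. Rise in yellow fluorescence (Ex 488/Em 500-530, Acumen) marks blocked Vif-driven A3G degradation.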
TrxR1 inh: qHTS Assay for Inhibitors of Mammalian Selenoprotein Thioredoxin Reductase 1 (TrxR1): qHTS | AID 588453, 2011 | Potency, µM (top dose mostly 114 µM), for inactives: at the top dose activity change, negative = inhibition, hits mostly inhibitors | 390,000 tested, 1% active | recombinant rTrxR1, NADPH fluorescence consumption, selenite substrate | Thioredoxin reductase 1, cytoplasmic (Rattus norvegicus), O89049; note: % is set by controls: 0 for no effect and ±100 for the full control effect; nearly all actives have a fitted effect of over 65% in size
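Rat TrxR1 (90 nM in the dispensed reagent) was pre-reduced with 400 uM NADPH for 5 min at room temperature, then incubated with compound for 15 min. After 400 uM selenite was added, NADPH fluorescence (Ex 340/Em 450 nm) was followed for 8 min.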
Numbers without * were called inactive; u = inconclusive; x = not tested or not shown; & = joins results of further samples; [ ] = another dose, or the depositor's remark. Calls come from the whole dose curve; as a rule, active = well fitted curve in the direction sought with a large enough effect; inconclusive = small, poorly fitted or top-dose-only effect, or another doubt; inactive = no such curve, though single readings can be large; an effect the other way counts as inactive or inconclusive. Potency is the fitted concentration of half-maximal effect. A portion of the library; count on the stated rates, not on these rows.

Order of values: 12-LOX inh, RXFP1 ag, IDH1 R132H inh, USP1 inh, RGS4 inhibitor, Vif-APOBEC3F blk, TrxR1 substrate, Vif-A3G inh, TrxR1 inh
CCCc1c(C)c2cc(C)ccc2[nH]c1=O
  0%, 1.3%, 1%, -10%, 22%, 3%, 16%[57.1 µM], 2%, 16%[57.1 µM]
CC1CN1P(=S)(c1ccccc1)N1CC1C (stereo unspecified)
  1%, x, 0%, -14%, -37%, -8%, 4%, 1%, 8%
CN1CCN2c3ccccc3CC3(C(=O)N(C)C(=O)N(C)C3=O)C2C1 (stereo unspecified)
  71%[activator], -1.9%, 7%, -19%, -4%, -2%, -4%, 0%, 2%
O=C(Nc1ncc(Cc2ccccc2)s1)C1=NCCN1
  8%, 0.6%, 14%, -3%, 5%, -3%, 2%[57.1 µM], 5%, 31%[activator][57.1 µM]
CN(C)C1(CNC(=O)Cc2ccccc2F)CCCCC1
  2%, 0.0%, 9%, -1%, -18%[56.9 µM], -9%, -1%, -2%, 1%
O=C(COc1ccccc1F)N1CCN(Cc2cc(=O)n3nc(-c4ccccc4Cl)sc3n2)CC1
  -29%, 0.0%, -1%, 0%, 6%, 6%, -3%[57.1 µM], 0%, 6%[57.1 µM]
CCCCCCCCCCOC(=O)CCN1CC1
  x, x, 4%, -8%, -12%, 17%, 11%[57.1 µM], -1%, 37%[57.1 µM]
CNC(=S)NC1CC2CCCC(C1)N2CC(C)C (stereo unspecified)
  25%, 1.3%, 3%, 12%, 18%, 2%, 6%, -3%, -10%
O=C1NC2C(O)C(O)C(O)C(O)C2c2cc3c(c(O)c21)OCO3 (stereo unspecified)
  2%, x, -5%, -13%, 12%, 14%, 0%[11.4 µM], -14%, -9%[11.4 µM]
O=C(O)[C@H]1C[C@@H]1[C@H](NP(=O)(c1ccccc1)c1ccccc1)c1ccccc1
  -4%, -3.1%, -3%, -18%, 31%, -3%, 1%, 0%, 9%
CCOP(=O)(OCC)c1cc(C)c(O)c(C(C)(C)C)c1
  7%, 6.9%, 8%, -11%, 5%, -10%, 2%, 1%, 19%
Cc1cccc(-n2c(-c3ccco3)nc3ccccc3c2=O)c1C
  1%, -0.8%, -8%, -19%, -11%, 12%, -11%, 5%, -13%
COc1cc(OC)cc(C(=O)NC(=S)N2C[C@H]3C[C@H](C2)c2cccc(=O)n2C3)c1
  u, -1.3%, -2%, -4%, 7%, -4%, -1%, 2%, -3%
CC(C)c1ccc(Cc2cn3cc(-c4cc5ccccc5oc4=O)nc3s2)cc1
  u, 1.1%, -3%, u, 7%, u, 17%, -38%, 15%
COC(=O)C1=C(c2c(C)noc2C)C[C@@H]2CC[C@H]1N2C(=O)NCc1ccc2c(c1)OCO2
  11%, 2.6%, 0%, -20%, -8%, 2%, -3%, 0%, 3%
COc1ccc(C(CC(C)=O)c2c(O)c3ccccc3oc2=O)cc1OC (stereo unspecified)
  7%, x, 10%, -21%, x, 0%, x, -3%, x
O=C(CN1CC=C(c2ccccc2)CC1)Nc1c(Cl)cccc1Cl
  -1%, 0.3%, 2%, -14%, -21%, 9%, -4%, 1%, 0%
Cc1cccc(OCC(=O)N2CCN(Cc3cccnc3)CC2)c1
  -23%, 2.6%, 1%, -11%, 6%, -7%, 3%, -1%, 3%[57.1 µM]
CCc1cc2c(s1)N(CC(=O)OC)C(=O)CN=C2c1ccccc1OC
  -3%, -0.5%, 2%, -25%, -11%, -6%, 8%[57.1 µM], -3%, 18%[57.1 µM]
Clc1ccc(Cn2ccnc2)cn1
  -22%, -0.5%, -17%, -14%, -5%, 4%, 6%[57.1 µM], -7%, 5%[57.1 µM]
O=C(c1cccs1)N1CCC(C(=O)O)(c2ccccc2)CC1
  5%, x, 13%, -13%, x, -1%, x, 6%, x
CCOc1ccc([N+](=O)[O-])cc1CNCCc1ccccc1
  11%, -2.0%, -3%, -19%, -18%, 4%, 4%[11.4 µM], 1%, 18%[11.4 µM]
COc1ccc(N2C(=O)/C(=C/C=C/c3ccccc3[N+](=O)[O-])C(=O)NC2=S)cc1
  11µM*, 0.8%, -9%, u, u, u, 5%[57.1 µM], -1%, u
Cc1nccc2c1[nH]c1ccc(Br)cc12
  -1%, 1.1%, -13%, 5%, -4%, -5%, 1%, -7%, 2%
Cn1cc(NC(=O)CCl)cn1
  -5%, -0.4%, 11%, -1%, -1%, -1%, 2%, -3%, 10%[57.1 µM]
O=c1c2ccccc2nc(/C=C/c2ccc3c(c2)OCO3)n1-c1cccc(O)c1
  -28%, 5.4%, 1%, -5%, 3%, 5%, 2%, 2%, -4%
Cc1ccc(C(=O)c2cc(Br)ccc2N)cc1
  u, -0.7%, -2%, -28%, -19%, -5%, -1%, -4%, 1%
COC(=O)CC1NC2CCCCC2NC1=O (stereo unspecified)
  3%, -0.1%, 10%, -8%, -11%, -18%, -2%, 0%, 7%
Cc1nn(Cc2ccccc2)c(C)c1C=C1C(=O)NC(=S)NC1=O
  u, 0.3%, -6%, -3%, u, 3%, -4%, -3%, 8.9µM*
COc1ccc2[nH]c(C)c(CCNCc3cc(OC)c4c(c3)OCO4)c2c1
  -23%, -1.5%, 27%, -8%, 13%, -4%, -10%, 0%, -15%

Part of the list above, showing only RXFP1 ag, 12-LOX inh and USP1 inh:
Structure	RXFP1 ag	12-LOX inh	USP1 inh
Cc1ccc(C(=O)c2cc(Br)ccc2N)cc1	-0.7%	u	-28%
COC(=O)CC1NC2CCCCC2NC1=O (stereo unspecified)	-0.1%	3%	-8%

(continued)
Order of values: 12-LOX inh, RXFP1 ag, IDH1 R132H inh, USP1 inh, RGS4 inhibitor, Vif-APOBEC3F blk, TrxR1 substrate, Vif-A3G inh, TrxR1 inh
C=CC1CN2CCC1CC2C(O)c1ccnc2ccccc12 (stereo unspecified)
  17%, x, 3%, -24%, 9%, -8%, -1%, 2%, 5%
O=C(NCCO)c1nsnc1NCCCl
  -5%, -0.5%, -2%, 7%, -26%, -4%, -2%[57.1 µM], -3%, 16%
C=CCn1c(O)c(C(CC)=Nc2ccc(NC(C)=O)cc2)c(=O)[nH]c1=O
  -25%, 0.8%, 17%, -10%, 23%, 13%, 6%[57.1 µM], 2%, 8%[57.1 µM]
CCC1(c2ccccc2)C(=O)N(COC)C(=O)N(COC)C1=O
  -13%, -1.2%, 14%, 13%, -1%, -4%, 2%, 1%, 19%
Cc1cc(C)c(-n2c(O)c(/C=N/NC(=O)c3ccncc3)c(=O)[nH]c2=O)c(C)c1
  56%[activator], 4.4%, 14%, -21%, -21%, 1%, -11%, -6%, -22%
CCC(=NCc1ccc2c(c1)OCO2)c1c(O)n(C)c(=O)n(C)c1=O
  u, 5.1%, 13%, -13%, -17%[56.9 µM], -4%, 7%, 1%, 15%
CCN1C[C@]2(CO)CC[C@H](OC)[C@@]34C5C[C@H]6[C@H](OC)C5[C@](O)(C[C@H]6OC)[C@@H](C(OC)C23)[C@@H]14 (stereo partly specified)
  30%[activator], x, -14%, -10%, -8%, -7%, 2%, 0%, 11%
O=C(Nc1ccccc1)N1CCC2(CC1)OCCO2
  -1%, 2.7%, -7%, -8%, 13%, 0%, -1%, -1%, 20%
COc1ccc(OC(=O)N(C)C[C@@H]2OCc3cnnn3CCCC(=O)N([C@H](C)CO)C[C@H]2C)cc1
  -3%, x, 6%, 0%, x, -16%, x, -1%, x
CCC(=O)OC1(Cc2ccc(CC)cc2)CC(C)N(C)CC1C (stereo unspecified)
  u, 0.7%, 6%, -13%, -11%, 9%, -17%[57.1 µM], 1%, 19%[57.1 µM]
CC(N)Cc1c[nH]c2ccc(Cl)cc12 (stereo unspecified)
  -13%, x, 6%, -21%, -15%, -6%, 4%, 3%, 10%
N#Cc1ccc(Cn2cc(C=O)c3ccccc32)cc1
  -12%, 0.0%, 4%, -4%, 1%, -9%, 0%, 3%, 12%
CCN(CC)CCN/N=C(\C)c1c(O)[nH]c(=O)[nH]c1=O
  102%[activator], 0.3%, 9%, -7%, 12%, 3%, -2%, 3%, 16%
CCc1ccc(N2C(=O)CC(=O)NC2=O)cc1
  u, 1.5%, -5%, -21%, -41%, -10%, 6%, -4%, -1%
CC(=O)N1N=C2C3CCN(CC3)C2C1c1ccc(Br)cc1 (stereo unspecified)
  0%, 0.0%, 2%, -16%, 1%, -1%, 2%, -2%, -1%
CCOC(=O)[C@]12Cc3cc(N(C)C)ccc3[C@H]1N(Cc1ccccc1)C(=O)c1ccccc12
  -6%, x, -6%, -24%, -13%, 7%, -9%&3%, -4%&-4%, 17%&17%

From PubChem
